Bioassay records deposited in PubChem BioAssay by National Center for Advancing Translational Sciences (NCATS).
ALOX12 inh: ALOX12 (human) lipoxygenase inhibition; P18054; purified 12hLO, xylenol orange hydroperoxide absorbance; Potency, µM (highest dose often 108 µM), for the others: at the highest dose activity change, negative = inhibition, usual class: inhibitors; 580,000 compounds, 1.1% hits; AID 1671190; active = well fitted inhibition curve with a large enough effect; inconclusive = small, poorly fitted or top-dose-only effect, or another doubt; inactive = no such curve, though single readings can be large or run the other way
Target sequence (P18054 whole entry, looked up): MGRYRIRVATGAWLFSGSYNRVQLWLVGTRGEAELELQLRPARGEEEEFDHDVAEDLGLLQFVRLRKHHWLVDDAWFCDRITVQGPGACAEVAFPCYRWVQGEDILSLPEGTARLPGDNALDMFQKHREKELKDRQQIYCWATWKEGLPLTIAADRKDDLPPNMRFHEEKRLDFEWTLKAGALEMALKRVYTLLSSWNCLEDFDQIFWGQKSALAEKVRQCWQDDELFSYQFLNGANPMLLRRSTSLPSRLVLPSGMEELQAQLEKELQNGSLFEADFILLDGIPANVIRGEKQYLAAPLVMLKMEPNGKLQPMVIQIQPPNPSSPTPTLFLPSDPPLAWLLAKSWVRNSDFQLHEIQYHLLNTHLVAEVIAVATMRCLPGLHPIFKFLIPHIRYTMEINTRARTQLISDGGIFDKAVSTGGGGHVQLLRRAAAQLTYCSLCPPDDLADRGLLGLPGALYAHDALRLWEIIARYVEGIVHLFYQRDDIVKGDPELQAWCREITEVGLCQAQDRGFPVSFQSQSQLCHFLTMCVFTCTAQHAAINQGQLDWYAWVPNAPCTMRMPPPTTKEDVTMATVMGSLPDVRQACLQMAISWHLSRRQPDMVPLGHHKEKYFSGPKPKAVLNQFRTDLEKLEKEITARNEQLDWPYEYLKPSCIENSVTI
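Hydroperoxide product was detected by ferrous iron/xylenol orange as the 573 to 405 nm absorbance ratio. Arachidonic acid at 40 uM (final) was turned over for 30 min at room temperature by 150 nM human 12hLO, pH 7.0 Hepes buffer, after 15 min compound preincubation.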
* hit, by the source's call; ? = inconclusive; [ ] = remark or other dose. % is set by controls: 0 for no effect and ±100 for the full control effect; potency is the fitted concentration of half-maximal effect.

molecule	ALOX12 inh
O=C(c1cccnc1)N1CC(CO)C2(CCNCC2)C1 (stereo unspecified)	3%
O=C1CN(C(=O)Cn2ccc3cc(OCc4ccccc4)ccc32)CCN1	0%
CC(C)CNc1nc(-c2ccc3c(c2)CCCN3S(C)(=O)=O)cs1	14µM*
Cc1cccnc1-c1cccc2c1OC(CNC(=O)/C=C/c1cccs1)C2 (stereo unspecified)	3%
Cc1nc2ccccc2nc1CN1CCC2(CCC(=O)N(CCO)C2)CC1	-1%
Cn1c(=O)n(CCC(=O)NCc2nnc3n2CCCCC3)c2ccccc21	52%[activator]
CS(=O)(=O)N1CCC(OC2CCN(C(=O)C3CCOC3)CC2)CC1 (stereo unspecified)	45%[activator]
O=C(NC[C@H]1OC[C@@H](NCc2cccnc2)[C@@H]1O)N1CCOCC1	?
Cc1cccc(CNC(=O)c2csc(N3CCN(c4ccccc4)CC3)n2)c1	28%
N#Cc1cc(F)cc(OC[C@@H](O)CN2CCC(C(O)(c3ccccc3)c3ccccc3)CC2)c1	?
COc1cccc(CNC(=O)N[C@@H]2CN(c3ncccn3)C[C@H]2CN(C)C)c1	68%[activator]
O=C1c2cnc(-c3cc4ccccc4o3)nc2OCCN1Cc1ccccc1	15%[176 µM]
Cc1ccccc1-c1nc(NCc2cccnc2)c2ccccc2n1	28µM*
O=C1NC(=NC2CCCCC2)C2(CCCN([S+](=O)([O-])c3cccs3)C2)N1c1cccnc1 (stereo unspecified)	4%[6.33 µM]
COc1ccc(NC(=O)N2CCCC(Cc3noc(-c4ccncc4)n3)C2)cc1 (stereo unspecified)	25%
O=C(OCc1ccc(Br)cc1)c1cnccn1	-26%
O=C(Nc1ccc(Cl)cc1)Nc1ccc2n(c1=O)C[C@H]1C[C@@H]2CN(C(=O)c2ccc3ccccc3c2)C1	?
O=C(Cc1ccsc1)N1CCC(n2cnnc2-c2ccccc2)C1 (stereo unspecified)	32%[activator]
O=C(C1CCCO1)N1CCC(N(Cc2ccccc2)C2CCOCC2)CC1 (stereo unspecified)	46%[activator]
CNC(=O)NC[C@H]1CCN(Cc2ccccc2)C[C@H]1N(C)C	45%[activator]
Cc1ccc(NC(=O)c2cc(=O)c3cc(C)cc(C)c3o2)cc1	25%
Cc1ccc2[nH]c(C)c(CC(=O)N(C)CCC#N)c2c1	-41%
C#CCN(C)Cc1nc(C2(O)CCN(Cc3ccccc3C(F)(F)F)CC2)cs1	1%[176 µM]
CCN(c1ccc(-c2csc(Cc3ccccc3)n2)cc1)S(C)(=O)=O	?
O=C(O)C(c1c[nH]c2ccccc12)N1CCc2ccccc2C1 (stereo unspecified)	?
O=c1[nH]c(CN(Cc2cccs2)CC2CCCO2)nc2scc(-c3ccc(F)cc3)c12 (stereo unspecified)	23%
CC(C)c1ccc(NC(=O)COC(=O)c2cc(=O)c3ccccc3o2)cc1	-4%
COc1ccc(N2C(=O)C3(CCCCC3)C2C(=O)N2CCN(CC(C)C)CC2)cc1 (stereo unspecified)	25%
Cc1sc(NC(=O)C2CCC2)c(C#N)c1C	?
CC1(C)CC(=O)C(C(C2=C(O)CC(C)(C)CC2=O)c2cc(Cl)c(O)c(Cl)c2)C(=O)C1 (stereo unspecified)	?

Three records drawn at random from the list so far, as already listed:
molecule	ALOX12 inh
COc1ccc(NC(=O)N2CCCC(Cc3noc(-c4ccncc4)n3)C2)cc1 (stereo unspecified)	25%
O=C(c1cccnc1)N1CC(CO)C2(CCNCC2)C1 (stereo unspecified)	3%
Cc1ccc(NC(=O)c2cc(=O)c3cc(C)cc(C)c3o2)cc1	25%

(next part)
molecule	ALOX12 inh
CCc1noc(CS(=O)(=O)Cc2cc(C)ccc2C)n1	-12%
O=C(CCc1ccccc1)N1CCNc2cnc(Nc3ccc(-n4ccnc4)cc3)nc2C1	2%
Cc1nc2cc(S(=O)(=O)N3CCOCC3)ccc2n1CCNC(=O)C1CC1	63%[activator]
CCCN(CC(N)=O)Cc1ccc(C#N)cc1	11%
CCc1cccc(C)c1NC(=O)Cn1cccc1-c1nc(-c2ccc3c(c2)OCO3)no1	18%
CCS(=O)(=O)NCCC(=O)O	-27%
CN1C[C@@H](NC(=O)c2ccccc2)C[C@H]1c1nc(-c2ccc3c(c2)OCO3)no1	5%[176 µM]
CCCN(CCC)Cc1cc(=O)oc2ccccc12	?
COc1ccc(CN2C[C@@H](F)[C@@H](OCc3nc4ccccc4o3)C2)cc1	46%[activator][176 µM]
COC(=O)c1ccc(/C=C/C(=O)c2cccs2)cc1	25%
CN(Cc1ccc(F)cc1)c1ccc2ncc(Nc3cccc(O)c3)n2n1	21%[176 µM]
ClC(C[n+]1ccccc1)C[n+]1ccccc1	-5%
COc1cc(C(=O)NCc2coc(-c3cccs3)n2)cc(OC)c1Br	-19%
COc1ccc(NC(=O)CSc2nnc3c4c5c(sc4ncn23)CCCC5)cc1	3%
CN(C)C[C@@H]1CN(Cc2ccccc2)C[C@H]1NC(=O)CCn1cccn1	12%
Cc1cccc(Cc2cnc(NC(=O)C3=Cc4ccccc4OC3)s2)c1	20%
CCCCCCn1nc(C(=O)N(CC)CC(=O)Nc2c(F)cccc2F)c2ccccc2c1=O	?
O=C([C@@H]1C[C@H](Oc2ccccc2)CN1C(=O)C1(c2ccccc2)CC1)N1CCCC1	14%
CCCNC(=O)N(C1CCOCC1)C1CCN(S(=O)(=O)c2cc(F)ccc2C)CC1	30%
Cn1cc([C@@H](NC(=O)CCn2nnc3ccccc32)C2CC(O)C2)cn1 (stereo partly specified)	22%
O=C(N[C@@H]1CCN(C(=O)c2ccc3cc[nH]c3c2)C[C@H]1O)c1cnccn1	22%
O=C(/C=C/c1cccc(Br)c1)c1ccc2c3c(cccc13)CC2	-2%
Cc1c(CC(=O)O)c(=O)oc2cc(OCc3ccccc3F)ccc12	?
c1ccc(-c2nnc([C@H]3CCN(Cc4ccco4)C3)o2)cc1	87%[activator][176 µM]
COc1ccc(OC)c(NC(=O)C2CCCN2C(=O)C23CC4CC(CC(C4)C2)C3)c1 (stereo unspecified)	?
COCCCn1c(C)cc(C(=O)NCCc2noc(-c3ccccc3)n2)c1C	-1%
COC(=O)CNC(=O)c1nc(-c2ccc([S+](C)(=O)[O-])cc2)c2ccccn12	2%[6.33 µM]
O=C1NC(=NC2CCCCC2)C2(CCCN([S+](=O)([O-])c3ccccc3)C2)N1c1cc(F)cc(F)c1 (stereo unspecified)	5%[6.33 µM]
c1ccc2c(c1)CCCN2CCCNc1ncncn1	141%[activator]
COc1ccc(N2CC(c3noc(-c4cccc(F)c4)n3)CC2=O)cc1OC (stereo unspecified)	35%[activator]

Grouped by structure: the entries above containing two or more sulfur atoms (5)
molecule	ALOX12 inh
CC(C)CNc1nc(-c2ccc3c(c2)CCCN3S(C)(=O)=O)cs1	14µM*
O=C1NC(=NC2CCCCC2)C2(CCCN([S+](=O)([O-])c3cccs3)C2)N1c1cccnc1 (stereo unspecified)	4%[6.33 µM]
CCN(c1ccc(-c2csc(Cc3ccccc3)n2)cc1)S(C)(=O)=O	?
O=c1[nH]c(CN(Cc2cccs2)CC2CCCO2)nc2scc(-c3ccc(F)cc3)c12 (stereo unspecified)	23%
COc1ccc(NC(=O)CSc2nnc3c4c5c(sc4ncn23)CCCC5)cc1	3%

The list goes on:
molecule	ALOX12 inh
CC(C)(C)NC(=O)N1CCC2(CC1)CC(Cc1nc(-c3cnccn3)no1)CCO2 (stereo unspecified)	3%
O=C(NCc1ccccc1)N1CCC2(CCCCO2)CC1	5%
O=C(NCCc1ccccc1)OCc1cn(Cc2ccc(F)cc2F)nn1	-6%
COc1ccc(C(=O)N(C)C2CCOc3ccccc32)cc1 (stereo unspecified)	16%[176 µM]
Cc1cc(C)c(CNC(=O)c2cc(-c3ccc(F)cc3)cc3ncn(C)c23)c(=O)[nH]1	0%[176 µM]
CC(C)C(=O)Nc1ccccc1I	-7%
O=C(CSc1nc2ccccc2s1)Nc1cc(C(F)(F)F)cc(C(F)(F)F)c1	5%
O=C1[C@@H]2C[C@@H](CN2C2CCCC2)Oc2ccccc2N1Cc1ccccc1	-11%[176 µM]
COC(=O)C1=C(C)N=C2SC=C(CC(=O)NCc3ccco3)N2C1c1ccccc1OC (stereo unspecified)	90%[activator]
CC1=C[C@@H](CNC2CCOCC2)[C@H](C(C)C)C[C@H]1Cc1nc2ccccc2[nH]1	116%[activator][176 µM]
COc1ccccc1-c1nc2cnccn2c1NCCC(=O)Nc1ccc2c(c1)OCO2	?
COc1ccc(S(=O)(=O)Nc2ccc(Cl)c(S(=O)(=O)N3CCOCC3)c2)cc1	2%
CN(C)C[C@@H]1CN(Cc2ccccc2)C[C@H]1NC(=O)C1CCOCC1	37%[activator]
C=CCNC(=O)N[C@H]1CCN(C(=O)CC(C)(C)C)[C@@H]1C(=O)N[C@@H](Cc1cccs1)C(N)=O	3%
Cc1ccc(/C=N/Nc2ccnc3cc(Cl)ccc23)s1	?
Cc1ccc2c(c1)C(C1(O)C(=O)N(Cc3ccccc3)c3ccccc31)C(=O)N2C (stereo unspecified)	?
COCC(C)NC(=O)CC1CCCC1 (stereo unspecified)	-11%
COc1ccc(CCNC(=O)c2cc([C@@H](NC(=O)OC(C)(C)C)C(C)C)sc2N)cc1OC	-11%
CN1C[C@@H](NC(=O)c2cccs2)C[C@H]1c1nc(-c2ccccn2)no1	73%[activator][176 µM]
O=C(c1ccno1)N1C[C@@H]2OCC(=O)N(CC3CCCCC3)[C@@H]2C1	15%[176 µM]
COc1cc(-c2nnc(SCC(=O)N(C(C)C)C(C)C)o2)cc(OC)c1OC	-2%
Fc1cccc(Cl)c1/C=N/N=C1c2ccccc2-c2ccccc21	-6%
O=C(c1ccccc1F)N(Cc1ccco1)c1ccc(O)cc1	-16%
COc1cccc(C(=O)N2CCC(N3C[C@H](O)C[C@H]3C(=O)N3CCC(N4CCCCC4)CC3)CC2)c1	15%
O=C(NC1CCN(c2cc(-c3ccc(F)cc3)[nH]n2)C1)c1c[nH]c2ccccc12 (stereo unspecified)	1%
CCn1nc(C(=O)Nc2cc(C(F)(F)F)ccc2N2CCOCC2)c2ccccc2c1=O	2%
COc1ccccc1CNC(=O)Cc1cccc(C(F)(F)F)c1	?
O=C(Cn1nc(N2CCN(c3ccccc3)CC2)ccc1=O)Nc1ccc(F)c(Cl)c1	-22%
C[C@@H](NS(=O)(=O)c1ccc(Cl)cc1)c1onc(-c2ccc(F)cc2)c1C(=O)O	1%[176 µM]
CC(=O)N1CCCC2(C1)CN(C)c1ccc(C(=O)NCC(C)C)cc12 (stereo unspecified)	34%[activator][176 µM]
CCOc1cc(C(=O)N2CCN(c3cc(-c4cccs4)[nH]n3)CC2)cc(OCC)c1OCC	20%
Cc1ccccc1[C@H]1[C@@H](C(=O)NCCn2ccnc2)C[C@@](C)(C(=O)O)N1C	-1%
O=C(Nc1ccc(Cl)cc1)N1CCC(Oc2ncccc2C(=O)N2CCCCC2)C1 (stereo unspecified)	27%
C=C(C)CN(CC)C(=O)c1ccsc1	1%
O=C(NCCN1CCC(n2c(=O)[nH]c3ccccc32)CC1)c1ccc(F)c(C(F)(F)F)c1	?
CN(C)c1ccc(CN[C@H]2CO[C@H]3[C@@H]2OC[C@H]3OC(=O)Nc2ccc(Oc3ccccc3)cc2)cc1	?
CCOC1=C2CN(S(=O)(=O)c3ccc(C)cc3)C(c3ccccc3)CC2N(S(=O)(=O)c2ccc(C)cc2)C(c2ccc(Br)cc2)C1 (stereo unspecified)	2%
CCOc1ccc(-c2nc(CN3CCN(C(=O)Nc4ccccc4OC)CC3)c(C)o2)cc1	-12%
Cc1cccc(C(=O)N2CCC(N3CC4CC(C3)[C@H]3CCCC(=O)N3C4)CC2)c1 (stereo partly specified)	2%
CCOc1ccccc1C1NC(=O)N(CC(=O)Nc2ccc(Cl)cc2F)C2=C1C(=O)OC2 (stereo unspecified)	-24%
COC(=O)c1cc(CN)cs1	-13%
Cc1ccc(C)c(C(=O)NCCn2ccn3nc(-c4cc(C)ccc4C)cc3c2=O)c1	41%[activator]
COc1ccc(-c2ccnc(N[C@H]3CO[C@H]4[C@@H]3OC[C@@H]4NS(=O)(=O)c3ccc4ccccc4c3)n2)cc1	7%
COc1ccccc1CNC(=O)c1ccc2c(c1)C(O)CCCCCN2C (stereo unspecified)	79%[activator]
O=C(c1cc2ccccc2o1)c1ccccc1F	-4%
COCCN1CCOC2(CCN(C(=O)c3ccc(Oc4ccccc4)cc3)CC2)C1=O	-23%[176 µM]
CC(C)(C)c1ccc(OCCOc2ccccc2/C=C(/C#N)C(N)=O)cc1	?
Nc1nc(C2CC(O)C2)cc(N2CC(N3CCOCC3)C2)n1 (stereo unspecified)	19%
COc1ccc(Cn2cnc3cccnc32)cc1	28%[176 µM]
COC(=O)c1c(C)[nH]c(C(=O)C(C)Nc2cc(OC)cc(OC)c2)c1C (stereo unspecified)	?
CSc1ccc(Cl)c(C(=O)Oc2cccc(Cl)c2Cl)c1	-2%
COc1cccc([S+](=O)([O-])N2CCc3nc(C)nc(-c4ccc(Cl)cc4)c3C2)c1	72%[activator]
CNS(=O)(=O)c1cc(NS(=O)(=O)c2cc(Cl)cc(Cl)c2)ccc1C	-16%
Cc1ccc(OCC(=O)Nc2c(NC3CCCC3)c3ccccc3oc2=O)cc1	51%[activator]

An excerpt, so the mix of outcomes need not match the whole.
